PI5P4Ka inh = qHTS for Inhibitors of phosphatidylinositol 5-phosphate 4-kinase (PI5P4K); Phosphatidylinositol 5-phosphate 4-kinase type-2 alpha (Homo sapiens), P48426; PI5P4Kalpha enzyme, ADP-Glo luminescence, 60 min; active compounds read low; max response, %; hit rate 1.2% among 330,000; AID 652105, 2013; active means max response of -50% or lower; inconclusive means between -30% and -50%; inactive means -30% or higher; further: value at the top dose of about 77 µM; on the % scale 0 is the no-effect control and ±100 the full control effect
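Luminescence from ADP-Glo served as readout of PI5P4Kalpha activity in a qHTS format. Reaction: enzyme, substrate, compound, ATP at 5 microM final, 60 min at RT.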
PLK1 PBD block = qHTS for Inhibitors of PLK1-PDB (polo-like kinase 1 - polo-box domain): Primary Screen. hit rate 2.8% among 360,000. Serine/threonine-protein kinase PLK1 (Homo sapiens), P53350. AID 720504, 2013. Potency, µM, for the others: max response, negative = inhibition, usual class: inhibitors. Plk1 PBD binding of FITC phosphopeptide, fluorescence polarization; further: potency means the concentration at half of the fitted maximal effect; series mostly up to about 57 µM; on the % scale 0 is the no-effect control and ±100 the full control effect; nearly all actives have a fitted effect of over 65% in size
Target sequence (P53350 whole entry, looked up, the tested form may be a part): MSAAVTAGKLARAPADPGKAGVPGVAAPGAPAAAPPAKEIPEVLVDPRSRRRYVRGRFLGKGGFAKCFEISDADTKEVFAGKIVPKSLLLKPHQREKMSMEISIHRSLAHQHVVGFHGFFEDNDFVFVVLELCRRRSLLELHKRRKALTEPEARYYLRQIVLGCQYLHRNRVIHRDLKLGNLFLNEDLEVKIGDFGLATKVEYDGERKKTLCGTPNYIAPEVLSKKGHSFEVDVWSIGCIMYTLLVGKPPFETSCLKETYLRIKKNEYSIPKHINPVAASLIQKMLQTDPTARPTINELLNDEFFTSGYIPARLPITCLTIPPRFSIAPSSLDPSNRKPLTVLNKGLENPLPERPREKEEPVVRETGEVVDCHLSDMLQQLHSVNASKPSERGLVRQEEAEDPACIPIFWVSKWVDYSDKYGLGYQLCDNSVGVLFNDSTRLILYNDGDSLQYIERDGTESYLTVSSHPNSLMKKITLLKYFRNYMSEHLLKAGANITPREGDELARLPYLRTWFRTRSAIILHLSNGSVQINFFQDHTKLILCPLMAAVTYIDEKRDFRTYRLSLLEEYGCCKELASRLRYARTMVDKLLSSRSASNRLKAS
IL2 activator = qHTS of IL-2 Activators; IL-2 activation reporter assay, cell-based qHTS; stimulated with anti-CD3/CD4/CD28 beads; in transgenic mouse T cells; activation, % (series mostly up to about 46 µM); hit rate 0.065% among 360,000; AID 652025, 2013; in the data active means activation above about 50%; inconclusive means mostly about 30% to 49%; further: 0% is about no effect
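Readout is EGFP and DsRed signal by fluorescent plate cytometry after 18 h at 37 degrees C. Transgenic mouse T cells (750/well) received compound for 60 min before bead stimulation (anti-CD3, anti-CD4, anti-CD28); memory T cells served as non-tolerant control.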
PTHR1 agonist = qHTS for PTHR1 Agonists: Primary Screen; Parathyroid hormone/parathyroid hormone-related peptide receptor (Homo sapiens), Q03431; HEK293 GP2 PTHR1 cells, GloSensor cAMP luminescence, 1 h; Potency, µM (top dose mostly 115 µM), for inactives: at the highest dose activation, most hits filed as activators; hit rate 0.075% among 410,000; further: potency means the concentration at half of the fitted maximal effect; nearly all actives have a fitted effect of over 55% in size; some results filed as inactive show a strong effect at the top dose; inactives centre near -15; many of its hits are not listed in these tables
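HEK-293-derived GP2 cells expressing PTHR1 and a GloSensor cAMP reporter, 3,000/well, plated overnight, given luciferin plus IBMX (each 0.5 mM as added) for 1 h at 37 °C, then compound for 1 h at 37 °C. Luminescence was read after 15 min at room temperature.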
GLP1R inv ag = qHTS of GLP-1 Receptor Inverse Agonists (Inhibition Mode) | Glucagon-like peptide 1 receptor (Homo sapiens), P43220 | HEK293 GLP-1R CRE-luciferase, luminescence, 24 h; GLP-1R form is constitutively active | Potency, µM (top dose mostly 38.3 µM), for inactives: at the top dose activity change, negative = inhibition, hits mostly inhibitors | hit rate 1.6% among 410,000 | AID 624417, 2012; further: potency means the concentration at half of the fitted maximal effect; on the % scale 0 is the no-effect control and ±100 the full control effect; nearly all actives have a fitted effect of over 55% in size
Target sequence (P43220 whole entry, looked up): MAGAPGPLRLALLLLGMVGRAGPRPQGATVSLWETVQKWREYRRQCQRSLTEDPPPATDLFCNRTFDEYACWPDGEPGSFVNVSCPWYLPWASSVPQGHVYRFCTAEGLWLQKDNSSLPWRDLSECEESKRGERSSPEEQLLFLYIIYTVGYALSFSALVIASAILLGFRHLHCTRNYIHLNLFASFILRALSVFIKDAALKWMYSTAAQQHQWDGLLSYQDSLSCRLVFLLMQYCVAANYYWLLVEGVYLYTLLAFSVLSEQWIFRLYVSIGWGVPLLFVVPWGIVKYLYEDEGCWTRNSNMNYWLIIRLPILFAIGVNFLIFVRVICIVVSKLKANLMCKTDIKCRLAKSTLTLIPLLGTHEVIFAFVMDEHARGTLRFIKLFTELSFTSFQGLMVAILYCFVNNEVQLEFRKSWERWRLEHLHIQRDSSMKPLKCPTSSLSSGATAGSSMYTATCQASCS
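Inverse agonism was detected as reduced cAMP-driven luciferase luminescence after 24 h compound treatment. The cells were HEK293 clones expressing constitutively active human GLP-1R with the reporter. Reporter-only and GPR119 cell lines served as counterscreen controls.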
GLP1R ag = qHTS of GLP-1 Receptor Agonists; Potency, µM (titrated, usually from 45.6 µM), for inactives: at the top dose activation, most hits filed as activators; AID 624172, 2012; HEK293 GLP-1R CRE-luciferase, luminescence, 4-6 h; cells express a hypersensitive GLP-1R form; hit rate 0.007% among 380,000; Glucagon-like peptide 1 receptor (Homo sapiens), P43220; further: potency means the concentration at half of the fitted maximal effect; % of control where 0% means no effect
EPAC1 ag = qHTS for Agonist of cAMP-regulated guanine nucleotide exchange factor 3 (EPAC1): primary screen; EPAC1 agonist qHTS, biochemical assay; response scale: 100% = response to 6.5 mM cAMP; Rap guanine nucleotide exchange factor 3 (Homo sapiens), O95398; AID 720707, 2013; Potency, µM (top dose mostly 154 µM), inactives show top-dose activation, usual class: activators; hit rate 0.073% among 360,000; further: potency means the concentration at half of the fitted maximal effect; nearly all actives have a fitted effect of over 60% in size
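Nucleotide exchange by EPAC1 (100 nM) on Rap1B–BODIPY-GDP (250 nM) in the presence of 50 uM GDP is tracked fluorescently at 480/540 nm over 30 min. Signals are normalized to a 6.5 mM cAMP control.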
GLP1R cytotox = qHTS of GLP-1 Receptor Inverse Agonists: Cytotox Screen | Potency, µM (doses to about 38.3 µM), for the others: at the highest dose activity change, negative = inhibition, hits mostly inhibitors | hit rate 0.13% among 410,000 | AID 624418, 2012 | HEK293 cAMP-luciferase reporter cells, luminescence, 24 h;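 further: loss of luciferase light is scored as toxicity; potency means the concentration at half of the fitted maximal effect; on the % scale 0 is the no-effect control and ±100 the full control effect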
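Seeding density was 200 cells/uL; after overnight-length (12 h) culture, 23 nL compounds went on for 24 h at 37 °C. Readout used a luciferase detection reagent, luminescence taken after 12 min at room temperature.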
EPAC1 antag = qHTS for Antagonist of cAMP-regulated guanine nucleotide exchange factor 3 (EPAC1): primary screen; Rap guanine nucleotide exchange factor 3 (Homo sapiens), O95398; EPAC1 GEF assay, Rap1b-BODIPY-GDP exchange fluorescence; Potency, µM (series often up to 115 µM), for inactives: at the highest dose activity change, negative = inhibition, actives largely listed as inhibitors; hit rate 0.14% among 360,000; AID 720709, 2013;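 further: potency means the concentration at half of the fitted maximal effect; plate controls were vehicle for no effect and positive control for full effect; nearly all actives have a fitted effect of over 50% in size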
* marks the source's active call; other numbers are inactive results; i = inactive; ? = inconclusive; . = not tested or not shown; [ ] = remark or other dose. Unless noted, the call rests on the fitted dose curve; in most records, active means well fitted curve in the direction sought with a large enough effect; inconclusive means small, poorly fitted or top-dose-only effect, or another doubt; inactive means no such curve, though single readings can be large; an effect the other way counts as inactive or inconclusive. These rows are one share of the data; count on the stated rates, not on these rows.

SMILES	PI5P4Ka inh	PLK1 PBD block	IL2 activator	PTHR1 agonist	GLP1R inv ag	GLP1R ag	EPAC1 ag	GLP1R cytotox	EPAC1 antag
COc1ccc(OC)c(-c2cc(C3CCN(c4cc(Cl)nc(N)n4)CC3)[nH]n2)c1	17	-17%	-0.6	-55%[inhibitor]	?	-1%	5%	13%	?
CCCc1nnc(NC(=O)CCC(=O)N2CCN(S(=O)(=O)c3ccc(F)cc3)CC2)s1	6	-19%	2.0	-23%	-6%	6%	-14%	-11%	-1%
Cc1cc(C(=O)NNC(=O)c2ccc(NC(=O)CC#N)cc2)c(C)o1	-1	-3%	0.3	i	10%	2%	3%	6%	-17%
NS(=O)(=O)c1ccc(CCNc2nn3c(-c4ccc(F)c(Cl)c4)cnc3s2)cc1	3	-10%	-0.7	-11%	9%	-5%	-9%	-7%	-6%
Cc1ccc(S(=O)(=O)N(C)C)cc1NC(=O)CN1C(=O)NC(Cc2ccccc2)C1=O (stereo not given)	1	-3%	-5.1	i	11%	-10%	-5%	-12%	6%
COC(=O)C1=C(O)/C(=C\c2ccc(OCC(=O)Nc3ccc(OC)cc3)cc2)N=C1C	2	-4%	-0.4	i	18%	0%	11%	24%	11%
O=C(Nc1ccc2c(c1)OCO2)c1cccc(F)c1	0	0%	-1.1	-23%	3%	14%	-2%	-9%	9%
COc1ccccc1CNC(=O)CN1C(=O)NC2(CCCCCC2)C1=O	0	7%	-0.5	-1%	4%	3%	0%	5%	4%
CC(=O)c1ccc(OCCCOc2cccc3cccnc23)cc1	-5	4%	-0.1	-19%	36%[activator]	5%	6%	0%	3%
C=CCn1c(COc2ccccc2F)nnc1SCC(=O)Nc1cc2oc3ccccc3c2cc1OC	1	-1%	-0.3	i	?	1%	2%	-24%	-10%
Cc1ccccc1OCC(=O)OCC(=O)Nc1cc(S(=O)(=O)N2CCCCC2)ccc1Cl	5	-2%	-3.8	-12%	-14%	0%	12%	2%	-17%
CCOC(=O)c1ccc(N2C(=O)CC(C)(CC)CC2=O)cc1	-5	-2%	-0.1	-7%	5%	-3%	-12%	19%	1%
Cc1ccc(NC(=O)CC2SCCNC2=O)cc1Cl (stereo not given)	1	-7%	-1.4	i	-3%	-10%	15%	-17%	6%
N#CC1=C(N)OC2=C(C(=O)CCC2)C1c1ccc2c(c1)OCO2 (stereo not given)	-6	-1%	0.8	i	5%	8%	-7%	-9%	-5%
N#CC(C(=S)Nc1ccccc1)c1nc2ccccc2[nH]1 (stereo not given)	-13	-17%	-0.8	-7%	?	-2%	4%	?	1%
COc1cccc(-c2cc(C(=O)N3CCCCCC3)no2)c1	0	-9%	-1.3	-21%	?	1%	-13%	4%	0%
CCNC(=O)CC1SC(=Nc2ccc(C)c([N+](=O)[O-])c2)N(C)C1=O (stereo not given)	0	-6%	-0.3	i	7%	1%	11%	-1%	-17%
CC(=O)c1cccc(NC(=O)C2CCCN2S(=O)(=O)c2ccccc2C(F)(F)F)c1 (stereo not given)	4	-8%	1.6	i	11%	4%	-1%	-12%	-8%
COc1ccccc1CN1Cc2cccc3c2[C@@H](CC1=O)[C@H](O)[C@H](O)C3	-9	0%	-0.2	i	4%	-4%	-6%	-3%	-10%
CCN(CC)C(=O)c1ccc2c(=O)n(CCOC)c(=S)[nH]c2c1	-11	0%	-1.6	-3%[57.5 µM]	6%	-10%	-1%	-1%	1%
CCOC(=O)c1ccccc1NC(=O)c1ccccc1SC	.	-10%	-3.2	-1%[57.5 µM]	6%	20%	26%	-16%	-2%
CC(C)N1C[C@@]23C=C[C@@H](O2)C(C(=O)OCc2ccccc2)[C@H]3C1=O (stereo not given in full)	-8	-4%	1.3	3%[57.5 µM]	6%	-5%	-1%	4%	-12%
CN(C)c1nnnn1-c1ccc(OC(F)(F)F)cc1	1	-14%	0.3	-4%	-12%	5%	-1%	-4%	35%[activator]
FC(F)Sc1ccc(NC(=S)NC(c2ccccc2)c2ccccc2)cc1	10	-12%	-1.1	-25%	4µM*	-5%	3%	?	-22%

Exported with values under each structure: two of the compounds above.
Under each structure – PI5P4Ka inh, PLK1 PBD block, IL2 activator, PTHR1 agonist, GLP1R inv ag, GLP1R ag, EPAC1 ag, GLP1R cytotox, EPAC1 antag
CC(C)N1C[C@@]23C=C[C@@H](O2)C(C(=O)OCc2ccccc2)[C@H]3C1=O (stereo not given in full)
  -8, -4%, 1.3, 3%[57.5 µM], 6%, -5%, -1%, 4%, -12%
CN(C)c1nnnn1-c1ccc(OC(F)(F)F)cc1
  1, -14%, 0.3, -4%, -12%, 5%, -1%, -4%, 35%[activator]

More records follow:
SMILES	PI5P4Ka inh	PLK1 PBD block	IL2 activator	PTHR1 agonist	GLP1R inv ag	GLP1R ag	EPAC1 ag	GLP1R cytotox	EPAC1 antag
CN(C)c1nc(SCCOC(=O)COc2ccc(Cl)cc2Cl)nc(N(C)C)n1	.	-6%	-0.7	i	15%	-1%	5%	-11%	4%
COc1cc(N=Nc2ccc(C(=O)N(C)C)cc2)c(C)cc1N	-3	6%	-0.1	i	27%	9%	-3%	?	?
Cc1cc(C)n(-c2ccc(C(=O)NCc3ccc(F)cc3)cc2)n1	8	3%	1.0	i	-9%	3%	9%	-1%	5%
COc1cc(OC)cc(-c2noc(-c3csc([C@@H]4O[C@H](CO)[C@H](O)[C@H](O)[C@H]4O)n3)n2)c1	1	-11%	1.1	-2%	?	1%	-11%	?	8%
CC(=O)Nc1ccc(NC(=O)C2CC(=O)N(C(C)C)C2)cc1 (stereo not given)	-2	6%	-0.7	i	39%[activator]	-1%	0%	4%	0%
CCn1c(SCC(=O)N2CCCCC2)nc2c(c1=O)SCC2	4	2%	-2.9	-20%	19%	10%	2%	-25%	0%
COCCCNC(=O)C(Cc1ccccc1)NS(=O)(=O)c1ccc2c(c1)c(=O)n(C)c(=O)n2C (stereo not given)	7	-2%	-0.1	-6%	-8%	1%	1%	-1%	-6%
COCC1CCN(C(=O)c2ccc3oc(Cc4ccc(Cl)cc4)nc3c2)C1 (stereo not given)	10	-10%	-2.6	-20%	?	2%	-2%	-25%	-24%
CC(C)(C)S(=O)N1Cc2cc(C(=O)N3CCc4ccccc4C3)nc(-c3cccc(-c4cccnc4)c3)c2[C@@H]1CCO (stereo not given in full)	?	-28%	0.4	i	7%	-3%	-16%	-1%	?
COC(=O)c1c(C)c(OC(=O)c2c(C)cc(O)c(C=O)c2O)cc(C)c1O	-19	-10%	0.8	-71%[inhibitor]	14%	-4%	-21%	11%	0%
CCC(=O)N1c2ccccc2NC2=C(C(=O)CCC2)C1c1ccc(N(C)C)cc1 (stereo not given)	9	-4%	-1.2	-53%[inhibitor][57.5 µM]	9%	12%	5%	0%	-3%
COc1ccc(/C=N/NC(=O)c2ccc(N(C)S(=O)(=O)c3ccccc3)cc2)cc1	-11	?	0.1	-40%[inhibitor]	?	-1%	-9%	-10%	-10%
COc1cc2c(cc1OC)[C@@H](NC(=O)CCc1ccccc1)[C@H](O)C2	2	-5%	-0.3	5%	16%	0%	-18%	-5%	-7%
O=C1CC(c2ccccc2)SC(N(c2ccccc2)c2ccccc2)=N1 (stereo not given)	0	0%	-2.7	-28%	?	9%	-9%	5%	-25%
COc1ccc(/C=C2\C(=O)c3ccccc3OC2c2ccccc2)cc1 (stereo not given)	11	-1%	-0.4	-21%	?	11%	19%	0%	-17%
Cc1nc2scc(-c3ccc(C(C)(C)C)cc3)c2c(=O)n1N	-20	-4%	0.5	-13%	?	12%	7%	-15%	3%
C=CCn1c(SCn2nnc3ccccc3c2=O)nnc1-c1ccc(Br)cc1	.	-5%	-1.6	i	-12%	-1%	-5%	-21%	8%
Cc1ccccc1Nc1ncnc2c1cnn2Cc1ccccc1	-15	2%	0.2	-34%[inhibitor]	?	10%	1%	-7%	-12%
CC(=O)Nc1ccc(SCC(=O)NCC2(N3CCCCC3)CCCCC2)cc1	-6	12µM*	0.3	i	-10%	4%	2%	-2%	-3%
CC(/C=N/Nc1ncc(C)c(=O)[nH]1)=C\c1ccccc1	-12	-9%	-1.5	i	33%[activator]	1%	-20%	1%	0%
Cc1ccc(NC(=O)CCNC(=O)c2ccc([N+](=O)[O-])cc2)cc1C	1	-9%	0.2	i	-23%	25%	7%	-3%	0%
O=C(O)c1ccccc1C=NNc1ccccn1	-1	2%	-3.4	i	9%	-1%	3%	1%	0%
CN(c1ccccc1)S(=O)(=O)c1cc(C(=O)N2CCN(c3ccccn3)CC2)ccc1Cl	0	-9%	-0.8	-25%[57.5 µM]	13µM*	-13%	12%	-24%	-12%
Cc1ccc(C)c(NC(=O)CN(C)C(=O)/C=C/c2ccco2)c1	8	-2%	1.0	17%	4%	2%	0%	-3%	6%
COc1cccc(NC(=O)Cn2c3ccc(OC)cc3c3nc4n(c(=O)c32)CCS4)c1	-2	-5%	-1.0	-10%	13%	-7%	14%	3%	?
COc1ccc(C(=O)c2oc3ccccc3c2N)cc1	.	0%	-0.6	-18%	4%	8%	12%	4%	11%
O=C1c2ccccc2C(=O)c2cc(NC(=O)C3CC3)ccc21	-6	2%	-2.4	-25%	3%	3%	-7%	-15%	-8%
C/C=C\C(=O)Nc1cccc(C2=NOC3(C2)C[C@@H](C(N)=O)N(C(=O)COc2ccc(Cl)cc2)C3)c1 (stereo not given in full)	7	-5%	-0.4	-8%	-7%	-5%	8%	0%	-2%

High-throughput results (PubChem BioAssay)
